Assay outcomes as filed in PubChem.
TGFb inhibitor: TGF-b pathway inhibition. Potency, µM (titrated, usually from 46.1 µM), for the others: at the top dose activity, negative = inhibition, actives largely listed as inhibitors. HepG2 CAGA-GFP TGF-b/SMAD3 reporter, GFP fluorescence, 18 h; TGF-beta stimulated, 500 pg/mL final. 1.2% of 410,000 active; further: potency means the concentration at half of the fitted maximal effect; on the % scale 0 is the no-effect control and ±100 the full control effect; nearly all actives have a fitted effect of over 65% in size
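Smad-responsive CAGA-GFP expression was quantified in HEPG2 cells exposed to compounds and 500 pg/mL final TGF-beta for 18 h at 37 degrees C; unstimulated wells defined full inhibition.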
A549 tox: A549 cytotoxicity, counter-screen for Nrf2 inhibitors. A549 ARE-Fluc cells, CellTiter-Fluor viability, 18-24 h. Potency, µM (highest dose often 46 µM), for inactives: at the top dose activity change, negative = cytotoxicity, usual class: inhibitors. 0.16% of 390,000 active. AID 504648; further: potency means the concentration at half of the fitted maximal effect; on the % scale 0 is the no-effect control and ±100 the full control effect
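A549 ARE_Fluc cells in 5% FBS OPTI-MEM were exposed to compounds in concentration-response for 18-24 h at 37 deg C. Viability was read by CellTiter-Fluor fluorescence (Ex 405/Em 525) after 30 min, before the luciferase read.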
Akt phos inh: inhibitors of Akt phosphorylation. Neuro2A IGF-stimulated pAkt S473 HTRF, 20 min; active compounds read low. activity change, % for hits at 50 µM. AID 651550. 0.32% of 360,000 active; in the data active means activity change below about -80%; inconclusive means mostly about -51% to -80%; further: on the % scale 0 is the no-effect control and ±100 the full control effect
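Neuro2A cells (4,500/well, DMEM with 0.5% FBS) were treated with compound at a single 50 µM final concentration, stimulated with 6 nM IGF for 20 min at 37 °C, and lysed. Phospho-Akt Ser473 was read by HTRF as 665/615 ratio ×10^4.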
Nrf2 block: inhibitors of Nrf2 signaling. A549 ARE-Fluc reporter, luciferase luminescence, 18-24 h. Potency, µM (highest dose often 46 µM), without a hit: at the highest dose activity change, negative = inhibition, most hits filed as inhibitors. 2.1% of 360,000 active. AID 504444; further: potency means the concentration at half of the fitted maximal effect; on the % scale 0 is the no-effect control and ±100 the full control effect; nearly all actives have a fitted effect of over 60% in size
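Quantitative HTS in A549 cells stably bearing an antioxidant response element-firefly luciferase construct. Inhibition of Nrf2-driven transcription was scored by luminescence after 18-24 h of compound exposure at 37 °C.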
Abeta rescue: restores growth of yeast expressing A-beta42 peptide; 0.063% of 410,000 active; Potency, µM (doses to about 46.1 µM), inactives show at the highest dose growth rescue, most hits filed as activators; yeast expressing A-beta42, growth rescue, OD600, 48 h; response scale: 0% DMSO, 100% iron-clioquinol control; further: potency means the concentration at half of the fitted maximal effect; nearly all actives have a fitted effect of over 55% in size
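Growth rescue measured by 600 nm absorbance after 48 h yeast culture at 30 C with compound. Values normalized between DMSO and an equimolar ferric chloride plus clioquinol control.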
Nrf2 ARE act: activators of Nrf2 (ARE) signaling; AREc32 ARE-luciferase reporter (MCF7-derived line), luminescence, 24 h; Potency, µM (top dose mostly 46.1 µM), without a hit: at the top dose activation, hits mostly activators; 0.31% of 410,000 active; AID 624171; further: potency means the concentration at half of the fitted maximal effect; % of control where 0% means no effect; nearly all actives have a fitted effect of over 65% in size
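ARE activation measured as luciferase luminescence (Steady-Glo, 30 min RT) in AREc32_Fluc cells after 24 hr compound exposure at 37 deg C, 5% CO2; cells seeded overnight at 1000/well in OPTI-MEM, 5% FBS.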
CCT modulator: changes cytosolic chaperonin activity; activity change, % (no concentration beside the values), hits read low; 0.3% of 360,000 active; AID 651819; purified chaperonin ATPase assay, HTRF ADP detection, 30 min; in the data active means activity change below about -30%; further: on the % scale 0 is the no-effect control and ±100 the full control effect
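ATPase activity: ADP formed was measured by HTRF Transcreener (665/615 nm ratio) after 30 min at 37 deg C with 10 uM ATP. Compounds screened at one 76 uM concentration against 40 or 20 nM TRiC in Tris pH 7.4/KCl/MgCl2/DTT buffer.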
Mm-Cpn inhibitor: inhibitors of Methanococcus maripaludis chaperonin (MmCpn). purified Mm-Cpn ATPase, ADP Transcreener TR-FRET. Potency, µM (top dose mostly 76.9 µM), inactives show at the top dose activity, negative = inhibition, actives largely listed as inhibitors. 0.031% of 330,000 active. AID 504842; further: potency means the concentration at half of the fitted maximal effect; on the % scale 0 is the no-effect control and ±100 the full control effect; nearly all actives have a fitted effect of over 80% in size
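Reaction buffer contained 30 mM Tris pH 7.4, 100 mM KCl, 5 mM MgCl2 and 1 mM DTT. Mm-CPN (25 nM final) hydrolysed 10 uM ATP over 30 min at 37°C; ADP was read by HTRF.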
HepG2 tox: counter-screen for TGF-b inhibitors: cytotoxicity in HepG2 cells; HepG2 CAGA-GFP viability, ATP luminescence, 18 h; AID 588856; Potency, µM (titrated, usually from 46.1 µM), for the others: at the top dose activity change, negative = cytotoxicity, usual class: cytotoxic; 0.76% of 410,000 active; further: potency means the concentration at half of the fitted maximal effect; some results filed as inactive show a strong effect at the top dose
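CellTiter-Glo luminescence gave cytotoxicity after 18 hours at 37 degrees C. The cells were HepG2 CAGA-GFP in 1% FBS DMEM, stimulated with 500 pg/mL TGF-beta after compound addition. %Activity was normalised to no-cell wells (complete cell-killing) and DMSO (no toxicity), and curves were fitted and classified.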
* = called active by the depositor; i = inactive; ? = inconclusive; nt = no result given; [ ] = another dose, or the depositor's remark. Unless noted, the call rests on the fitted dose curve; in most records, active means well fitted curve in the direction sought with a large enough effect; inconclusive means small, poorly fitted or top-dose-only effect, or another doubt; inactive means no such curve, though single readings can be large; an effect the other way counts as inactive or inconclusive. Rows were taken by chance. About 4.3% of those tested had a hit in this group.

SMILES	TGFb inhibitor	A549 tox	Akt phos inh	Nrf2 block	Abeta rescue	Nrf2 ARE act	CCT modulator	Mm-Cpn inhibitor	HepG2 tox
O=C1NC(c2ccco2)Nc2ccccc21 (stereo not drawn)	?	-1%	i	-19%	16%	0.4%	1.1	-11%	8%
OC(c1ccccc1)c1nc(-c2cccc(F)c2)cs1 (stereo not drawn)	8%	nt	i	nt	-20%	4.9%	0.8	nt	-3%
COc1ccc(C(=O)N2CCC(c3nc4ccccc4o3)CC2)cc1	-2%	5%	nt	-21%	-5%	0.3%	nt	nt	-4%
COCCN(CC(=O)Nc1cccc(C)c1C)C(=O)Cn1cnc2ccccc2c1=O	6%	2%	i	-13%	-5%	-0.2%	-1.5	-16%	0%
COc1ccc(NC(=O)c2c(-c3ccc(C)cc3)nnc3ccccc23)cc1Cl	-11%	-6%	nt	12%	3%	4.1%	nt	nt	-12%
COc1ccccc1C(=O)N(c1ccc(C)cc1)S(=O)(=O)c1ccc(Cl)cc1	?	-11%	nt	?	-5%	-1.0%	nt	nt	-39%
Cn1c(=O)c2cc(NC(=O)Nc3ccccc3)ccc2n1Cc1ccccc1	7%	nt	i	nt	4%	0.8%	1.4	nt	-15%
Cc1ccc(-c2nonc2NC(=O)c2ccc(F)cc2)cc1C	23%	-1%	nt	1%	0%	-0.8%	nt	nt	-4%
O=C(Nc1ccccc1C(=O)N1CCOCC1)c1ccc(Cl)cc1	-7%	23%	i	8%	-10%	-0.5%	2.7	?	1%
CCOC(=O)c1c(NC(=O)CSc2nc(C)cc(C)c2C#N)sc(C(C)=O)c1C	?	1%	i	11%	-10%	2.0%	-1.4	1%	6%
Cc1noc(NS(=O)(=O)c2ccc(N/C=C/C(=O)c3cccnc3)cc2)c1C	10%	?	i	2%	0%	-0.1%	-1.8	2%	5%
COc1ccccc1-c1csc(NC(=O)c2ccc(N3C(=O)CCC3=O)cc2)n1	7%	20%	i	-26%	-11%	2.1%	1.8	-7%	6%
CC1NC(=O)N(C)[C@@H]2NC(=O)N(C)C(c3ccc([N+](=O)[O-])cc3)[C@@H]12 (stereo partly drawn)	-11%	1%	i	2%	-30%	0.0%	-2.9	1%	5%
COc1ccc2oc(C(=O)OCC(=O)NCCc3ccc(S(N)(=O)=O)cc3)c(C)c2c1	4%	14%	i	?	-28%	0.3%	0.6	-3%	-2%
O=C(Cn1nnc(-c2ccc3c(c2)OCO3)n1)NCc1ccco1	16%	0%	i	?	-3%	6.3%	0.3	-5%	-13%
O=C(N/N=C/c1ccc(Cl)c([N+](=O)[O-])c1)c1cnccn1	-19%	-1%	i	2%	0%	7.3%	-2.1	0%	1%
C/C(CC(=O)Nc1ccc(F)cc1)=N\NC(=O)c1ccccn1	-26%	1%	i	?	-10%	-0.1%	-0.4	1%	-33%
CC(C)CN(C(=O)COC(=O)c1ccc2c(c1)OCCO2)c1c(N)n(Cc2ccccc2)c(=O)[nH]c1=O	?	-4%	i	-2%	13%	-0.2%	0.6	3%	-3%
CCOC(=O)c1c(C)nc2c(c1-c1ccc(Cl)cc1)C(=O)CC(C)(C)C2	-5%	-1%	i	?	-6%	-0.5%	-0.5	1%	0%
S=C(NCCc1ccccc1)N1CCc2ccccc2C1	?	0%	i	13%	?	5.4%	-0.6	3%	-25%

2 compounds drawn at random from the list so far:
SMILES	TGFb inhibitor	A549 tox	Akt phos inh	Nrf2 block	Abeta rescue	Nrf2 ARE act	CCT modulator	Mm-Cpn inhibitor	HepG2 tox
CC1NC(=O)N(C)[C@@H]2NC(=O)N(C)C(c3ccc([N+](=O)[O-])cc3)[C@@H]12 (stereo partly drawn)	-11%	1%	i	2%	-30%	0.0%	-2.9	1%	5%
CCOC(=O)c1c(C)nc2c(c1-c1ccc(Cl)cc1)C(=O)CC(C)(C)C2	-5%	-1%	i	?	-6%	-0.5%	-0.5	1%	0%

The list continues:
SMILES	TGFb inhibitor	A549 tox	Akt phos inh	Nrf2 block	Abeta rescue	Nrf2 ARE act	CCT modulator	Mm-Cpn inhibitor	HepG2 tox
Cc1cccc(CN2C(=O)NC(c3ccccc3)(c3ccccc3)C2=O)c1	22µM*	6%	i	?	-11%	-0.3%	-0.6	-1%	-26%
Cc1nnc(SCC(=O)NCc2ccco2)n1Cc1ccccc1	2%	6%	i	?	-3%	0.0%	0.6	0%	5%
CC1=C(C(=O)N(C)C)CC(CC(=O)NCCCN(C)C)C(=O)N1CCCN1CCCC1=O (stereo not drawn)	-2%	nt	i	nt	-12%	-0.8%	1.5	nt	3%
C/C=C/c1ccc(OCCOCCOc2cccc3cccnc23)c(OC)c1	-27%	-3%	i	-15%	1%	0.3%	-3.3	0%	-24%
COc1ccc(CNC(=O)CN(C)S(=O)(=O)c2ccc3c(c2)n(C)c(=O)c(=O)n3C)cc1	-5%	0%	i	2%	-3%	-0.6%	-0.9	2%	-3%
Cc1ccc(NC(=O)[C@@H]2CCCN2C(=O)c2cccs2)cc1S(=O)(=O)N1CCCCC1	2%	-3%	i	?	28%	0.1%	-1.0	-2%	-26%
CCCNC(=O)C1(C)CCN(C(=O)c2c(Cl)cccc2Cl)C1 (stereo not drawn)	-8%	nt	i	nt	-7%	0.5%	-0.9	nt	-2%
COc1ccc(-n2c(COc3cccc(C)c3)n[nH]c2=S)cc1	18%	-2%	i	-17%	29%	-0.4%	0.2	1%	8%
CC(C)COC(=O)c1ccccc1OC(=O)c1ccncc1	-2%	1%	i	?	10%	0.2%	3.1	-4%	10%
Cc1nc(NC(=O)C2CC2)sc1C	-14%	15%	i	4%	-4%	0.2%	-3.5	-1%	-80%
COc1ccc(Cc2nnnn2CC(=O)O)cc1	-3%	-7%	i	5%	7%	0.2%	0.4	0%	6%
COc1ccc(C2C=C(c3ccccc3)Nc3nc(NC(=O)c4cccc([N+](=O)[O-])c4)nn32)cc1 (stereo not drawn)	11%	-2%	nt	11%	-5%	4.4%	nt	nt	-8%
Cc1ccc(C2=NN(C(=O)CN3CCN(C4CCS(=O)(=O)C4)CC3)C(c3ccco3)C2)cc1 (stereo not drawn)	-9%	-1%	i	10%	-10%	0.9%	-0.3	0%	1%
Cc1ccc(C(=O)CCC(=O)N2CCN(c3ccc(F)cc3)CC2)cc1	-13%	-3%	i	2%	1%	-0.6%	-0.2	1%	0%
COc1ccc(Cl)cc1NC(=O)CCS(=O)(=O)c1nc(-c2cccs2)cc(C(F)(F)F)n1	?	9%	nt	-1%[9.27 µM]	-6%	?	nt	nt	-101%
O=C(CCc1ccccc1)NCc1ccncc1	-13%	1%	i	11%	-4%	-0.7%	-2.8	-9%	-16%
CSc1ccc(CN(C)C(C)C(=O)NCc2ccccc2)cc1 (stereo not drawn)	-15%	2%	i	9%	-9%	-1.1%	-1.5	-6%	-2%
COc1ccc(-c2n[nH]c(=S)n2-c2ccccc2C)cc1	-8%	-1%	i	-7%	11%	0.1%	-3.7	-5%	-1%
O=C(COc1ccccc1)Nc1nnc2n1CCS2	-3%	0%	nt	nt	-34%[inhibitor]	-0.8%	nt	nt	-15%
CCN(CC)S(=O)(=O)c1cccc(-c2csc(C)n2)c1	5%	12%	i	?	7%	4.6%	1.0	-1%	8%
O=C(O)c1ccc(N2C(=O)c3ccc(C(=O)c4cccc([N+](=O)[O-])c4)cc3C2=O)cc1	-11%	0%	i	-26%	1%	0.2%	-1.5	2%	-5%
NC(=O)Nc1cc(Cl)ccc1Cl	4%	0%	i	4%	-3%	-0.5%	-85*	1%	-16%
O=C(NCc1cccc(CNC(=O)C(=O)NCC2CCCO2)c1)C(=O)NCC1CCCO1 (stereo not drawn)	-4%	-7%	i	11%	-2%	-0.3%	-2.2	1%	-2%
COc1cc2c(cc1OC)C(C(N)=O)NCC2 (stereo not drawn)	0%	2%	i	1%	-6%	-0.4%	-0.4	nt	3%
Cc1ccc(Cl)cc1N1CCN(CCCNC(=O)c2ccc3nc(N4CCCCC4)sc3c2)CC1	?	-5%	nt	?	-8%	4.8%	nt	nt	1%
CCOC(=O)[C@H]1[C@H]2COc3ccc(OC)cc3[C@@H]2N2C(=O)c3ccccc3NC(=O)[C@@]12C	0%	5%	i	12%	5%	0.4%	1.0	-1%	-9%
O=Cc1cc(Br)c(OC(=O)N2CCOCC2)c(Br)c1	0%	-1%	i	1%	-3%	0.0%	-0.9	1%	2%
O=C(Oc1ccc(Br)cc1)c1cccc(S(=O)(=O)N2CCOCC2)c1	-12%	5%	i	8%	-14%	0.1%	-1.1	2%	5%
O=C1c2ccccc2C(=O)C1c1ccccc1F	-10%	4%	i	0%	5%	0.0%	-0.8	0%	-33%
Cc1ccc(C)c(NC(=O)c2cc(S(=O)(=O)N3CCc4ccccc4C3)ccc2F)c1	-28%	13%	nt	nt	-8%	-1.2%	nt	nt	1%
c1ccc(N2N=C(c3cccs3)CC2c2ccco2)cc1 (stereo not drawn)	5%	?	i	?	0%	6.1%	-2.9	1%	-5%
C/C(CCC(C)C)=N\NS(=O)(=O)c1ccc(C)c([N+](=O)[O-])c1	-1%	?	i	13%	?	-0.4%	0.5	-2%	4%
O=C(c1cc(F)c(F)cc1Cl)N1CCOCC1	3%	-1%	i	2%	-14%	-0.5%	1.1	-1%	-4%
COc1ccc(OC2C(=O)N(c3ccc(C)c(C)c3)C2c2ccc(OC)c(OC)c2)cc1 (stereo not drawn)	0%	-2%	i	?	13%	0.3%	-0.5	0%	-18%
CC(=O)c1ccc(S(=O)(=O)N2CCn3cccc3C2c2ccc(C)cc2)cc1 (stereo not drawn)	-31%	3%	nt	nt	-16%	9.6%	nt	nt	-21%
O=C(Cn1c(=O)oc2ccc(Cl)cc21)Nc1ccon1	21%	-1%	i	2%	-8%	0.3%	1.1	-10%	6%
